Bioassay records deposited in PubChem BioAssay by several laboratories.
V-ATPase pH: yeast V-ATPase proton transport regulation by pHLuorin; S. cerevisiae, pHLuorin cytosolic pH fluorescence; actives 0.37% (n = 350,000); response, % at 10 µM; in the data active = response mostly above about 7.3%, no sharp cut-off; inactive = mostly below about 5.4%; note: actives read high; inactives centre near 0; some compounds called inactive have numbers as strong as hits; reference of the scale not given here
CAL PDZ FP-1: blocks peptide binding to the human CAL PDZ domain; inhibition, % at 24.9 µM; actives 0.92% (n = 300,000); purified CAL PDZ, TMR-peptide fluorescence polarization, 1 h; AID 602252;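 active = mean inhibition of at least 30% with at least half of replicates also reaching 30%; inconclusive = no clear call, values can overlap the other calls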;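 note: 0% = DMSO neutral control and 100% = excess unlabeled competitor peptide PRC23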
dFosB act: activators of mouse delta FosB homodimer. P13346. purified delta FosB, TAMRA-CDK5 oligo fluorescence polarization; percent of positive-control signal above neutral wells. activation, % at 25 µM. actives 0.99% (n = 340,000). AID 493131;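 active = mean activation above about 17%, with every replicate also reaching it, limit read from the data, passing the limit was not always enough; inconclusive = only one of the two conditions met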;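 note: fluorescence polarization rise as delta FosB binds a TAMRA Cdk5 AP-1 oligo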
Target sequence (P13346 whole entry, looked up): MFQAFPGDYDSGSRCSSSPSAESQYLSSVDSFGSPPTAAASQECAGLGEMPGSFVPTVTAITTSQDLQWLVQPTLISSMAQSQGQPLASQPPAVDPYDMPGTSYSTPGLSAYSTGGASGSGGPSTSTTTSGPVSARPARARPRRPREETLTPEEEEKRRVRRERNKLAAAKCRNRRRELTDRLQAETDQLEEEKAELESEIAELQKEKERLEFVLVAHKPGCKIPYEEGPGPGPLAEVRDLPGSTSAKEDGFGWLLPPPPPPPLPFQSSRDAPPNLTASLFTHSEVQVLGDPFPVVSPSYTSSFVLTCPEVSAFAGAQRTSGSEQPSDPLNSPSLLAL
RTF Ca sens act: increases calcium sensitivity of human cardiac regulated thin filaments | P19429+P45379 | IANBD-labeled TnC RTF fluorescence at EC20 calcium; 0% EC20 calcium, 100% full calcium | activation, % at 7.2 µM | actives 0.24% (n = 340,000) | AID 493008;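 active = activation above the mean over all tested compounds plus 3 SD, cut at about 30% in these data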;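 note: rise in fluorescence read as greater calcium sensitivity of cardiac thin filaments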
CAL PDZ FP-2: inhibitors of human CAL PDZ peptide binding; actives 0.02% (n = 330,000); inhibition, % at 20 µM; Q9HD26; AID 504414; purified CAL PDZ, TMR-peptide fluorescence polarization, 1 h;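 active = highest replicate inhibition of at least 40%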;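 note: plate controls were DMSO neutral control wells for no effect and unlabeled competitor peptide control wells for full effect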
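System: tagged CAL PDZ domain. Schedule: 1 h room-temperature incubation prior to read. Signal: fluorescence polarization (mP). Measure: percent inhibition from loss of millipolarization.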
Wnt act: activators of Wnt/beta-catenin signaling | actives 1.2% (n = 300,000) | activation, % at 9.35 µM | Wnt/beta-catenin reporter cell assay, activator, plate reader; in the data active = activation above about 30%, passing the limit was not always enough; inconclusive = no clear call, values can overlap the other calls;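 note: 0% = neutral control wells and 100% = positive control wells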
MITF TRPM1 HTS: increases MITF-driven TRPM1 promoter luciferase signal. SK-MEL-5 TRPM1-promoter luciferase, 24 h; % of positive control, neutral wells = 0. activation, % at 12.5 µM. actives 0.75% (n = 300,000). AID 588334;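 active = mean activation of at least 80% with every replicate also reaching 80%; inconclusive = mean reaches 80% but some replicate falls short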;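 note: 0% = neutral control wells and 100% = parthenolide positive control wells; values of inactives mirror those of a sister screen read the other way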
Tat transport: blocks Tat-dependent protein export in E. coli | E. coli MC4100 TorA-mCherry Tat export, fluorescence | inhibition, % at 10 µM | actives 0.036% (n = 340,000);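 active = mean replicate inhibition at least 50% and at least half of replicates individually reaching 50%; inconclusive = only one of the two criteria met; inactive = neither criterion met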;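 note: exported cargo escapes ClpAP degradation while cytoplasmic cargo is degraded and loses fluorescence; 0% = median of neutral control wells and 100% = median of NaSCN control wells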
CDK5 inh: CDK5/p35 (human) kinase inhibition; Q00535+Q15078; inhibition, % at 10 µM; actives 0.01% (n = 330,000); Recombinant CDK5/p35, ADP-Glo luminescence, 60 min; AID 488839;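 active = highest replicate inhibition of at least 50% and at least 75% of replicates reaching 50%; inconclusive = only one of the two criteria met; inactive = both criteria failed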;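 note: plate controls were DMSO neutral control for no effect and GW8510 at 10 µM for full effect; many of its hits are not listed in these tables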
Rtt109 HAT inh: C. albicans Rtt109 histone acetyltransferase inhibition; Q5AAJ8; purified Rtt109/Vps75, ThioGlo CoA-SH fluorescence, 4 h; inhibition, % at 34.9 µM; actives 0.16% (n = 330,000); AID 540336;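 active = inhibition of at least 50% in every replicate; inconclusive = best replicate reaches 50% inhibition but some replicates fall short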
Target sequence (Q5AAJ8 whole entry, looked up): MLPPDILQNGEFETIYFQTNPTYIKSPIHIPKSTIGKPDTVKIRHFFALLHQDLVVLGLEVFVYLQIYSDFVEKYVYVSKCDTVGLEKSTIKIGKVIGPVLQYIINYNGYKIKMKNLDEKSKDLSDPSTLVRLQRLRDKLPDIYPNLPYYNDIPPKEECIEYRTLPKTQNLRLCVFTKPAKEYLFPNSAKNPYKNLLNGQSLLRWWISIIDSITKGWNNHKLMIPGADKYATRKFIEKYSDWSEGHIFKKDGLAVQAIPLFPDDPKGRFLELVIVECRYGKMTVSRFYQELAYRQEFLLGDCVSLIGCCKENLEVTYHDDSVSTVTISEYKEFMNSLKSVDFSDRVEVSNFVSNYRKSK
* hit, by the source's call; u = inconclusive; x = not tested or not shown.

SMILES	V-ATPase pH	CAL PDZ FP-1	dFosB act	RTF Ca sens act	CAL PDZ FP-2	Wnt act	MITF TRPM1 HTS	Tat transport	CDK5 inh	Rtt109 HAT inh
CCCCN(C(=O)CC1CCCC1)c1c(N)n(CC(C)C)c(=O)[nH]c1=O	3	-5	-2	-1	-2.3	-1	0	-13	-0.1	-15
C=CCNC(=O)CN(Cc1ccccc1)S(=O)(=O)c1ccccc1	2	-5	0	-7	-0.2	0	x	2	0.6	8
CCOc1cc(C(=O)NC)cc(Br)c1OC	0	1	-1	-5	-0.2	1	-4	0	1.1	4
COC(=O)c1ccc(Cl)c(NC(=O)CN(c2ccc(OC)cc2)S(=O)(=O)c2ccccc2)c1	-2	-6	-6	2	-1.0	x	4	9	0.1	13
Cc1ccc(Sc2c([N+](=O)[O-])c(C)nn2C)cc1	2	-5	-8	-7	-0.8	4	-2	-2	-1.8	-11
CCCCNC(=S)N/N=C/c1cc(C)ccc1C	-1	-1	-6	-3	0.5	x	10	11	-0.7	22
CCOC(=O)CSc1nnc(NC(=O)c2cccc(S(=O)(=O)N3CCCCC3)c2)s1	1	0	1	7	-1.7	6	-11	0	0.7	-1
CCOC(=O)CSc1nnc(CNC(=O)c2cccs2)n1CCc1ccccc1	-1	2	-4	4	x	-2	5	7	1.6	4
OC(CNCC1COc2ccccc2O1)COCc1cccs1 (stereo not given)	0	2	0	0	0.8	x	x	13	-1.0	18
COc1ccc(CNCc2c(O)c(Cl)cc3c(C)c(C)c(=O)oc23)c(OC)c1	-5	32*	-2	-7	-0.5	0	4	-8	0.4	1
COc1ccccc1NC(NC(=O)c1cccnc1)C(Cl)(Cl)Cl (stereo not given)	-4	-2	-1	-2	0.2	1	-3	-3	-0.8	6
O=C(c1cc(F)c(F)cc1Cl)N1CCN(CCc2ccccc2)CC1	1	-1	0	-1	-0.2	0	x	10	-1.6	3
Cc1cc(C(=O)CSc2nc3ccccc3o2)c(C)n1CC1CCCO1 (stereo not given)	0	-2	1	5	-0.2	x	28	-2	-1.7	-3
CC1CCCC(C)N1C(=O)COc1ccc(F)cc1 (stereo not given)	0	-4	2	4	0.5	-2	2	-11	-0.4	-5
Cc1ccc(/C=C(\C#N)C(=O)NC(C)C)o1	-2	-1	-5	5	-1.0	-1	9	-5	0.0	4
CC(=O)Nc1ccc(-c2nnc(SCC(=O)NCc3ccco3)n2C)cc1	1	-2	5	-4	0.0	-7	-8	-2	0.6	7
Cc1nonc1CN(C)C(=O)CC1C(=O)NCCN1Cc1ccccc1C(F)(F)F (stereo not given)	12	-2	-2	4	-0.2	-1	-2	-1	-0.5	2
Clc1nc(NCc2cccnc2)nc(N2CCOCC2)n1	-1	7	2	-2	-3.4	x	-5	-6	2.6	u
Cc1ccc(CSc2ncn(-c3ccccc3)n2)cc1	1	-11	-5	3	0.1	-3	58	2	-2.9	-2
COc1ccccc1COC(=O)c1ccc(S(=O)(=O)N2CCOCC2)cc1	-2	-5	-9	-3	-0.8	-2	6	2	0.7	-4
Cc1cc(C)n(CC(=O)NC2CCCCC2C)c(=O)c1C#N (stereo not given)	4	-5	1	3	-1.9	1	6	-5	-1.5	-2
O=C1OC(Nc2nccs2)c2ccccc21 (stereo not given)	2	-2	3	-5	-1.3	x	-7	-8	-1.1	9
Cc1cc(C)cc(N2C(=O)C3NN=C(C(=O)OCc4ccccc4)C3C2=O)c1 (stereo not given)	-5	x	-12	-4	0.3	6	-1	7	-2.8	-4
Cc1cc(Cl)ccc1Oc1ncnc2onc(C)c12	-1	x	-2	-4	-1.0	-3	1	-4	0.2	-7
CCCC(C(=O)NC1CCCC1)N(CC1CCCO1)C(=O)CNS(=O)(=O)c1ccc(F)cc1 (stereo not given)	-3	-4	-11	-5	-2.1	0	-7	-6	0.7	11

(list continues)
SMILES	V-ATPase pH	CAL PDZ FP-1	dFosB act	RTF Ca sens act	CAL PDZ FP-2	Wnt act	MITF TRPM1 HTS	Tat transport	CDK5 inh	Rtt109 HAT inh
COc1ccc(OCC(=O)O/N=C(\N)Cc2ccc(Cl)cc2)cc1	-3	-1	-7	-15	-2.5	-2	-8	3	-0.6	4
COc1ccc(OC)c2[nH]c(=O)c(CCNC(=O)c3ccc(S(=O)(=O)N4CCCCC4)cc3)cc12	1	0	-4	-1	1.6	x	-1	-2	0.2	2
O=C(CCN1C(=O)/C(=C/c2ccccc2)SC1=S)NNC(=O)c1cccnc1	-2	-2	6	35*	2.0	0	2	-7	0.9	7
Cc1sc(NC(=O)c2ccco2)c(C(c2cccnc2)N2CCCC2)c1C (stereo not given)	-3	-1	-6	-2	x	x	-13	7	0.6	-5
Nc1c2c(nc3ccccc13)CSCC2	1	50*	-6	3	-1.0	-1	13	4	1.6	5
CCC(C)(C)n1nnnc1CN1CCC(NC(=O)c2ccc(Br)cc2)CC1	-1	-1	-7	2	-1.1	-4	-8	-2	-0.4	7
CCNC(=O)C1CCCN1S(=O)(=O)c1ccc(C)cc1 (stereo not given)	2	0	-8	10	-2.1	-1	-2	2	0.3	-4
CCCn1nc([N+](=O)[O-])c(C(C#N)c2nc3ccccc3o2)c(Cl)c1=O (stereo not given)	1	0	4	-9	-0.2	x	-7	9	3.1	13
COC(=O)CN(CCc1ccccc1)S(=O)(=O)c1ccc(OC)c(OC)c1	-5	-3	0	-1	-2.5	x	5	-8	-1.0	6
CC1CC(C)CN(CCCNC(=O)Cn2cccc2C(=O)c2ccccc2)C1 (stereo not given)	-1	-3	0	-1	-1.5	0	14	-1	-0.5	-9
Cc1cc(N2CCOCC2)nc2ccc(NC(=O)CCC(=O)N3CCN(c4cccc(C(F)(F)F)c4)CC3)cc12	-2	x	-22	-3	-0.9	1	3	13	1.4	24
CCOCc1c(C(=O)OCC(=O)NCc2ccc(F)cc2)oc2ccccc12	-1	x	-12	2	0.4	-2	-13	-4	-0.6	2
CC(C)NC(=O)c1ccc2c(c1)N(CC(=O)NC1CCCCC1)C(=O)C(C)(C)O2	-19	-5	0	-4	-3.2	3	-3	1	-0.8	-2
O=C1CCCN1C(=O)COc1cc(F)ccc1[N+](=O)[O-]	-3	-3	-2	-4	-0.8	-2	2	-1	0.1	7
Cc1nn(C)cc1/C=N\NC(=O)c1csc2c1CCCC2	3	-4	-13	2	-1.7	1	23	1	2.0	2
CCN(CC)S(=O)(=O)c1ccc2c(c1)nc(CCC(=O)OCc1c(C)noc1C)n2C	-1	-1	-2	6	-2.4	-2	x	4	-0.6	x
CN(C)C(CNC(=O)C1CCN(S(=O)(=O)c2cc(Cl)ccc2Cl)CC1)Cc1ccccc1 (stereo not given)	-4	x	-7	-4	-2.3	-23	11	-1	0.0	3
CC1=C(C(=O)Nc2cc(C(=O)N3CCN(c4cccc(C)c4)C(C)C3)ccc2C)SCCO1 (stereo not given)	1	2	-13	-5	-1.4	0	-6	3	-3.7	38
CCCCn1c(N)c(-c2nc3ccccc3o2)c2c([N+](=O)[O-])nn(CC)c(=O)c21	5	-3	1	7	0.8	-5	-9	-3	-0.7	-9
CCCCCCCN1CCC(=O)N([C@H](CO)CC(C)C)CC1	-2	-1	-3	-4	-0.5	-2	-6	-3	1.5	14
Cc1cnc(C)c(N2CCN(Cc3nc(-c4cccc(F)c4F)oc3C)CC2)n1	-2	x	0	2	-0.6	-1	4	1	-1.0	4
Cn1cc(S(=O)(=O)N2CCN(c3cccc(C(F)(F)F)c3)CC2)c(=O)n(C)c1=O	-3	2	-6	-1	0.2	-2	6	-3	-1.2	4
COc1cccc(NC(=S)N(CCc2ccc(OC)c(OC)c2)Cc2ccccn2)c1	-1	10	-4	1	-2.0	1	8	-2	0.0	1
CCc1ccc(OC(=O)c2cccnc2)cc1	-4	-3	2	-1	-1.1	-1	0	9	0.5	0
CC(C)(C)C1CCC2(CC1)NC(=S)N(c1ccccc1)N2 (stereo not given)	-3	-2	-7	-3	-1.3	x	x	2	0.1	21

Following part.
SMILES	V-ATPase pH	CAL PDZ FP-1	dFosB act	RTF Ca sens act	CAL PDZ FP-2	Wnt act	MITF TRPM1 HTS	Tat transport	CDK5 inh	Rtt109 HAT inh
CCC(CC)n1[nH]c(=O)c2c(C)cc(C)nc21	1	6	-3	3	-2.6	-1	x	-3	1.5	-2
O=C(/C=C/Nc1ccc(Cc2ccc(N/C=C/C(=O)C(F)(F)F)cc2)cc1)C(F)(F)F	0	-1	-1	9	0.0	29	7	1	-1.6	-2
O=C(CCC1CCCN(C(=O)c2ccsc2)C1)N1CCN(c2ccccn2)CC1 (stereo not given)	1	-2	5	4	0.3	1	6	2	-1.4	-6
Cc1cc(C)cc(N2CC(C(=O)OCC(=O)Nc3cc(C)on3)CC2=O)c1 (stereo not given)	2	-6	-7	-4	-1.2	2	-3	-6	-0.8	-2
COC(=O)c1ccn(CC(=O)NC2CCCCC2)n1	-3	0	9	0	-2.5	0	2	-11	-3.1	11
CN1CCN(C(=O)/C=C/c2ccc([N+](=O)[O-])o2)CC1	0	-4	-5	4	0.5	13	-43	4	-0.4	1
COc1ccc(/C=C/C(=O)NC(=S)NNC(=O)c2ccco2)cc1OC	-1	-3	7	4	-0.7	-9	-9	2	-2.8	16
O=C(c1cnc(N2CCN(c3ncccn3)CC2)c2ccccc12)N1CCN(c2ncccn2)CC1	4	x	1	-1	-1.2	-5	x	-4	-1.7	8
COc1ccc(C(=O)NC2CCN(C(=O)NC3CCCCC3)CC2)cc1	0	-5	3	-3	-1.1	-1	x	6	-0.8	x
Cn1c(N)c(C(=O)COC(=O)c2ccc3c(c2)OCCO3)c(=O)n(C)c1=O	0	1	-2	2	-4.5	-2	x	-3	-1.2	x
Cc1cc(C)cc(NC(=O)CCn2ccnc2C)c1	1	x	-6	-8	-2.9	x	-9	-12	1.6	8
COc1ccc(NC(=O)COc2ccc(-c3ccccc3)cc2)cc1	-4	-2	4	7	0.1	9	3	6	0.6	0
COc1ccc(C(=O)NCC(=O)N2CCCC(C)C2)cc1OC (stereo not given)	-5	11	-5	4	-1.1	-1	7	-6	-0.8	2
CCCC#Cc1ccc2c(c1)COc1c3ccccc3nn1-2	-2	-3	3	0	1.0	u	51	2	0.1	8
CC12CCC(C(=O)Nc3cccnc3)(CC1=O)C2(C)C (stereo not given)	-3	2	-3	5	-1.3	0	-6	-6	-0.1	0
CCOC(=O)C1(Cc2ccccc2)CCCN(Cc2cccc(C(C)=O)c2)C1 (stereo not given)	-1	x	-15	6	0.0	0	-9	-5	-2.8	0
Cc1ccc(/C(N)=N/OC(=O)N2c3ccccc3Sc3ccccc32)cc1	0	81*	-7	1	-2.6	4	-6	8	0.8	4

Gathered by group: the entries above with bromine.
SMILES	V-ATPase pH	CAL PDZ FP-1	dFosB act	RTF Ca sens act	CAL PDZ FP-2	Wnt act	MITF TRPM1 HTS	Tat transport	CDK5 inh	Rtt109 HAT inh
CCOc1cc(C(=O)NC)cc(Br)c1OC	0	1	-1	-5	-0.2	1	-4	0	1.1	4
CCC(C)(C)n1nnnc1CN1CCC(NC(=O)c2ccc(Br)cc2)CC1	-1	-1	-7	2	-1.1	-4	-8	-2	-0.4	7
